Screening data as filed in PubChem BioAssay.
MCF10A rerep = A quantitative high throughput screen for small molecules that induce DNA re-replication in MCF 10a normal breast cells. MCF 10A DNA re-replication, Hoechst nuclear intensity, 48 h. hit rate 2.9% among 350,000. Potency, µM (series often up to 46.1 µM), without a hit: at the top dose activity, positive = re-replication, hits mostly activators; also: % of control where 0% means no effect; nearly all actives have a fitted effect of over 50% in size
HepG2 viability = qHTS for Inhibitors of TGF-b: Cytotox Counterscreen | HepG2 CAGA-GFP viability, ATP luminescence, 18 h | Potency, µM (doses to about 46.1 µM), for inactives: at the highest dose activity change, negative = cytotoxicity, hits mostly cytotoxic | hit rate 0.76% among 410,000; also: some results filed as inactive show a strong effect at the top dose
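CellTiter-Glo luminescence gave cytotoxicity after 18 hours at 37 degrees C. The cells were HepG2 CAGA-GFP in 1% FBS DMEM, stimulated with 500 pg/mL TGF-beta after compound addition. %Activity was normalised to no-cell wells (complete cell-killing) and DMSO (no toxicity), and curves were fitted and classified.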
ATXN2 expr inh = Primary qHTS for Inhibitors of ATXN expression | HEK-293 ATXN2-luciferase reporter, luminescence, 24 h | Potency, µM (top dose mostly 57 µM), for inactives: top-dose activity change, negative = inhibition, most hits filed as inhibitors | hit rate 0.72% among 360,000 | AID 1745845, 2022; also: % is scaled to controls: 0 for no effect and ±100 for the full control effect; nearly all actives have a fitted effect of over 55% in size
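qHTS (up to 57 uM final) was run with 24 h compound exposure of reporter cells at 37 °C. Each well was multiplexed: SteadyGlo luminescence measured ATXN2-luciferase expression after a fluorogenic Gly-Phe-AFC viability readout (25 uM final).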
ATXN viability = Viability Counterscreen for Primary qHTS for Inhibitors of ATXN expression; AID 651635, 2014; Potency, µM (series often up to 56.7 µM), actives largely listed as cytotoxic; hit rate 0.49% among 400,000; S2 cells (HEK-293 line with an ATXN2-luciferase reporter) viability, CellTiter-Fluor protease fluorescence, 24 h; also: nearly all actives have a fitted effect of over 40% in size
Nrf2 inh = Nrf2 qHTS screen for inhibitors; A549 ARE-Fluc reporter, luciferase luminescence, 18-24 h; Potency, µM (top dose mostly 46 µM), for the others: at the top dose activity change, negative = inhibition, most hits filed as inhibitors; hit rate 2.1% among 360,000; AID 504444, 2011; also: % is scaled to controls: 0 for no effect and ±100 for the full control effect; nearly all actives have a fitted effect of over 60% in size
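Concentration-response testing used A549 ARE_Fluc cells at 5000 cells/well. Following an 18-24 h compound incubation, viability was read by fluorescence (Ex 405/Em 525) and luciferase output by luminescence.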
A549 viability = Nrf2 qHTS screen for inhibitors: counterscreen for cytotoxicity; A549 ARE-Fluc cells, CellTiter-Fluor viability, 18-24 h; Potency, µM (top dose mostly 46 µM), for inactives: top-dose activity change, negative = cytotoxicity, usual class: inhibitors; hit rate 0.16% among 390,000; AID 504648, 2011; also: % is scaled to controls: 0 for no effect and ±100 for the full control effect
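Cytotoxicity counterscreen: CellTiter-Fluor fluorescence was measured in A549 ARE_Fluc cells after 18-24 h of compound exposure in a concentration series. The subsequent BugLite luminescent read reports ARE-luciferase activity.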
TGFb inhibitor = qHTS for Inhibitors of TGF-b; Potency, µM (highest dose often 46.1 µM), inactives show at the top dose activity, negative = inhibition, hits mostly inhibitors; HepG2 CAGA-GFP TGF-b/SMAD3 reporter, GFP fluorescence, 18 h; TGF-beta stimulated, 500 pg/mL final; AID 588855, 2011; hit rate 1.2% among 410,000; also: % is scaled to controls: 0 for no effect and ±100 for the full control effect; nearly all actives have a fitted effect of over 65% in size
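HEPG2 CAGA-GFP reporter cells (1000/well, DMEM with 1% FBS) received compounds, then recombinant TGF-beta at 500 pg/mL final for 18 hours at 37 degrees C. Per-cell GFP summed per well was normalised to unstimulated and stimulated DMSO controls before curve fitting.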
EPAC2 antagonist = qHTS for Antagonist of cAMP-regulated guanine nucleotide exchange factor 2 (EPAC2): primary screen; EPAC2 GEF exchange of Rap1B-BODIPY-GDP, fluorescence; Potency, µM (highest dose often 114 µM), for inactives: at the top dose activity, negative = inhibition, usual class: inhibitors; hit rate 0.18% among 360,000; AID 720708, 2013; also: % is scaled to controls: 0 for no effect and ±100 for the full control effect; nearly all actives have a fitted effect of over 45% in size; many of its hits are not listed in these tables
Target sequence (Q8WZA2 whole entry, looked up): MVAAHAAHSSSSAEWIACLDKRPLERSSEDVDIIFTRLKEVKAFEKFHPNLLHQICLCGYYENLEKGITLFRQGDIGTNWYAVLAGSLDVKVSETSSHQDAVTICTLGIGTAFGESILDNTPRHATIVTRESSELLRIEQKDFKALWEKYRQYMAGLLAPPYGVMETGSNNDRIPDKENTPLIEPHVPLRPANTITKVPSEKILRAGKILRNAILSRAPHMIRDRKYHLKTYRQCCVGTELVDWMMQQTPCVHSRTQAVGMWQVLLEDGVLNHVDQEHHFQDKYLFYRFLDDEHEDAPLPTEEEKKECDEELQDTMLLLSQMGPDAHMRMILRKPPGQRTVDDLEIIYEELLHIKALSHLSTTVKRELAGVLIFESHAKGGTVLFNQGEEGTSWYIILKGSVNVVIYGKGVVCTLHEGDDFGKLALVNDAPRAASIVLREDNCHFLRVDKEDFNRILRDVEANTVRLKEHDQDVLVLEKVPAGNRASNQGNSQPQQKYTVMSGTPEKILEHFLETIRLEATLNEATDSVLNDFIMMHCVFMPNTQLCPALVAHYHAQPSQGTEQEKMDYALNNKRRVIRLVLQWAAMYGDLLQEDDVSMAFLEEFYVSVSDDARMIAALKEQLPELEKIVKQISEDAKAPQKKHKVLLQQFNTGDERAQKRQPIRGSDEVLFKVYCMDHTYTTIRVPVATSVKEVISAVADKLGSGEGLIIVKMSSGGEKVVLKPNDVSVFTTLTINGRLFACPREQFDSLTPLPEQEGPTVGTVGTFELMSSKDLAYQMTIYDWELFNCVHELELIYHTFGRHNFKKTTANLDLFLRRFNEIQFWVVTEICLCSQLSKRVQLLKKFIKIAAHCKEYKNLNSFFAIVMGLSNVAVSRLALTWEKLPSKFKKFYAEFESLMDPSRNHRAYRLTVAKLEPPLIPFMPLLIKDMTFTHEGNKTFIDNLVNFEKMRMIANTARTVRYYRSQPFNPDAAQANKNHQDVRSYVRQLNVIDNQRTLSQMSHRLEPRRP
Nrf2 activator = qHTS of Nrf2 Activators; AREc32 ARE-luciferase reporter (MCF7-derived line), luminescence, 24 h; Potency, µM (titrated, usually from 46.1 µM), without a hit: at the highest dose activation, most hits filed as activators; hit rate 0.31% among 410,000; also: % of control where 0% means no effect; nearly all actives have a fitted effect of over 65% in size
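Quantitative high-throughput format: AREc32 reporter cells, 1000 per well, received compound by pin transfer and were incubated 24 hr at 37 deg C, 5% CO2, before Steady-Glo luminescence detection.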
Starred values were filed as active, the others as inactive; i = inactive; ? = inconclusive; / = not tested or not shown; [ ] = another dose, or the depositor's remark. Calls follow the shape of the dose curve; as a rule, active = well fitted curve in the direction sought with a large enough effect; inconclusive = small, poorly fitted or top-dose-only effect, or another doubt; inactive = no such curve, though single readings can be large; an effect the other way counts as inactive or inconclusive. Potency is read from the fitted curve at half-maximal effect. This is a subset (hit frequency here may not be typical).

Values run as follows: EPAC2 antagonist, MCF10A rerep, Nrf2 activator, TGFb inhibitor, ATXN2 expr inh, A549 viability, HepG2 viability, Nrf2 inh, ATXN viability
- CCC(C(=O)OC)n1cnc2c(nnn2-c2ccc(C)cc2)c1=O (configuration not stated)
    -7%, 11%, -0.2%, -14%, 25%, 16%, -30%, 16%, i
- C=CCN=C1N[C@@H](c2cccc(C(F)(F)F)c2)C(C(=O)OC)=C(C)N1CC
    14%, 4%, 4.7%, -3%, -3%, -10%, -30%, -12%, i
- CN(C(=O)C1CCOC1)c1nnc(C2CCOC2)s1 (configuration not stated)
    0%, 13%, -0.3%, -2%, 1%, -1%, 0%, 2%, i
- CN1C2=C(C#N)C(c3ccccc3)(C(F)(F)F)NC(=O)N2c2ccccc21 (configuration not stated)
    6%[57.1 µM], 1%, 0.6%, -4%, -12%, -2%, 4%, 7%, i
- COc1ccccc1NC(=O)Cc1nc(=O)[nH]c(=O)[nH]1
    2%, /, -0.6%, 6%, /, /, 16%, /, ?
- O=C(O)C1C=CC(C(=O)O)c2ccccc21 (configuration not stated)
    2%, /, 0.1%, -11%, /, /, -72%, /, i
- Cc1nnc(Cc2ccco2)c2n[nH]c(C)c12
    -9%, /, 11µM*, -10%, /, /, -17%, /, i
- O=c1ccn(Cc2ccc(F)cc2)c2ccnc(C(F)(F)F)c12
    -1%, -4%, -0.3%, 3%, -12%, -7%, 2%, ?, i
- COc1ccc(CN(CC(=O)NC2CCCC2)C(=O)CN2C(=O)COc3ccccc32)cc1
    -10%, 2%, -0.2%, 5%, -31%, 0%, -7%, 0%, i
- O=Cc1ccc(OCc2nnsc2Cl)cc1
    -3%, 10%, 10%, 6%, -35%, 4%, -4%, -3%, i
- CN1C(=O)CC(N2CCN(Cc3ccc(Cl)cc3)CC2)C1=O (configuration not stated)
    10%, 1%, -0.7%, -8%, 1%, -4%, -12%, 4%, i
- O=C(NCc1ccc2c(c1)OCO2)c1ccc2c(c1)N(Cc1ccccc1F)C(=O)c1ccccc1S2
    /, /, -0.8%, 0%, /, 1%, 1%, /, /
- COc1ccc(OC)c2c1sc(=NC(=O)C1CC1)n2C
    1%, 24%, 28%, 5%, -3%, 0%, 2%, -7%, i
- CC(C)Sc1nc2sc3c(c2c(=O)n1Cc1ccccc1)CCCC3
    /, /, -0.6%, 13%, /, 7%, -1%, 6%, /
- O=C(/C=C/c1ccccc1Cl)Nc1ccc2c(c1)C(=O)NC2=O
    0%, ?, 10%, 3%, -8%, 1%, 0%, -7%, i
- COc1cccc(NC(=O)CN(C)C(=O)CSCC(=O)Nc2ccc(C)cc2)c1
    5%, 7%, 1.1%, -2%, 6%, 2%, -2%, 12%, i
- CC(=O)O[C@H]1CC[C@@]2(C)[C@@H](CC[C@H]3[C@@H]4CC[C@H](C(C)O)[C@@]4(C)CC(=O)[C@@H]32)C1 (some centres not stated)
    4%, ?, -0.2%, 11%, 10%, -11%, -1%, 2%, i
- CCOc1ccccc1C(=O)NCC(c1ccc(N(C)C)cc1)N1CCc2ccccc21 (configuration not stated)
    /, /, 0.6%, -27%, /, -15%, -10%, /, /
- Cc1ccc(CC(=O)NCC(c2ccco2)N(C)C)cc1C (configuration not stated)
    6%, ?, -0.4%, -7%, -24%[11.3 µM], -2%, 4%, 21%, i
- O=C(c1cccc([N+](=O)[O-])c1)N1CCOCC1
    2%, 0%, -0.8%, -18%, -20%, 4%, -1%, 1%, i
- COc1ccc2c(=O)c3c(=O)n(-c4ccccc4)c(-c4ccc(C)cc4)nc3oc2c1
    6%, 1%, 2.3%, 5%, 2%, -5%, 31%, 3%, i
- Cc1ccnc(NC(=O)C2(c3cccs3)CCOCC2)c1
    10%, 12%, 0.3%, -6%, 6%, 5%, -9%, 3%, i
- CCCCSc1nnc([C@@H](NC(=O)OC(C)(C)C)C(C)C)o1
    22%, 0%, 0.3%, 0%, 0%, -1%, -20%, -16%, i
- COCCCNC(=O)CCn1c(=O)c2ccccc2n(CC(=O)Nc2c(C)cccc2C)c1=O
    3%, -2%, -0.4%, ?, -24%, 1%, -2%, /, i
- O=C(/C=C/c1ccccc1)Nc1scc(-c2ccccc2)c1C(=O)O
    -12%, -1%, 0.0%, -12%, /, -10%, 1%, 6%, ?
- CN(Cc1ccco1)C(=O)c1ccc2c(c1)N(Cc1ccccc1F)C(=O)c1ccccc1S2
    /, /, 0.4%, -26%, /, -28%, -14%, /, /
- CCCn1c(=O)[nH]c(=O)c2c1nc(-c1ccc(C#N)cc1)n2CCOC
    4%, -15%, -0.5%, 0%, 8%, 2%, -9%, -6%, i
- COc1cc(NC(=O)c2ccccc2F)ccc1NC(=O)c1cc2ccccc2o1
    -4%, 2.3µM*, 2.8%, 2%, -19%, -10%, 0%, ?, i
- Cc1ccc2c(c1)C(=O)N1[C@H]3c4cc(Br)ccc4OC[C@@H]3[C@H](c3ccccc3)[C@]1(C)C(=O)N2
    8%, 13µM*, -2.1%, -20%, -8%, -4%, -20%, ?, i
- O=C(Nc1cc(-c2nc3cc(Cl)ccc3o2)ccc1Cl)c1cccs1
    /, /, 28%, 6%, 13%, -5%, -5%, ?, i
- COc1ccccc1Nc1nc(N)nc(CSC(=S)N2CCCCC2)n1
    -5%, 2%, 8.3%, -8%, /, 0%, 5%, -4%, i
- CCCN(C(=O)c1cccc(S(=O)(=O)N2CCCc3ccccc32)c1)C1CCS(=O)(=O)C1 (configuration not stated)
    -5%, 14%, -0.3%, -22%, /, -2%, -19%, ?, /
- Cc1ccc(NC(=O)CSc2n[nH]c(-c3ccncc3)n2)cc1
    8%, -1%, -0.2%, -1%, -1%, /, 6%, 3%, i
- Cn1ncc(Cl)c1C(=O)Nc1cccc(Cl)c1
    5%, 8%, 9.4%, 1%, 0%, -8%, -24%, ?, i
- CCn1c(SCC(=O)Nc2ccc(C(C)=O)cc2)nc2c([nH]c3ccccc32)c1=O
    6%, ?, 2.3%, 5%, ?, -25%, -3%, ?, ?
- O=C(/C=C/c1ccc(S(=O)(=O)NCc2ccco2)cc1)NCc1ccccc1Cl
    -8%, ?, ?, 0%, -12%, -19%, -12%, ?, i
- CC1CC(C)CN(S(=O)(=O)c2ccc(C(=O)NCc3ccc4c(c3)OCO4)cc2)C1 (configuration not stated)
    -11%, 7%, 0.3%, -15%, -5%, 1%, 0%, 10µM*, i
- O=C(c1cc2c(s1)CCCC2)N1CCN(c2ccccc2)CC1
    -11%, 9%, 0.3%, -17%, 8%, 16%, -12%, ?, i
- Nc1c(C(=O)N2CCCC2)sc2nc3c(cc12)CCCCCC3
    -3%, 15µM*, 3.8%, ?, 82%[activator], -2%, -18%, 0%, /
- CC1CCCCN1C(=O)c1ccc(COc2ccc([N+](=O)[O-])cc2)o1 (configuration not stated)
    -6%, ?, -0.4%, 1%, 2%, 7%, -11%, 16%, i
- CC(C)NC(=O)c1cc2n(n1)C(C(F)(F)F)CC(c1ccco1)N2 (configuration not stated)
    15%, 14%, -0.1%, 2%, /, 8%, -5%, -8%, i
- COCCNC(=O)C1(C)CCN(C(=O)/C=C/c2ccccc2)C1 (configuration not stated)
    9%, /, 0.1%[9.22 µM], 31%, 5%, /, 1%, /, i
- Fc1cccc(CSc2nnc3ccc(-c4ccncc4)nn23)c1
    -9%, 0%, -0.5%, 9%, 11%, 5%, 5%, ?, i
- O=C(CSc1nn(-c2ccc(F)cc2)c(=S)s1)N1CCN(C(=O)c2ccco2)CC1
    26%, ?, 2.2%, ?, -12%, 4%, -20%, -5%, i
- O=C(O)c1ccc(C=NN=C2c3ccccc3-c3ccccc32)cc1
    -11%, 11%, 15%, 6%, -8%, -9%, 2%, -17%, ?
- CC1CCC/C(=N/NC(=O)c2ccccc2-n2cccc2)C1 (configuration not stated)
    -1%, -2%, 0.3%, 2%, -16%, 2%, 8%, 4%, ?
- CC1(C)C2CC[C@]3(C)C(CC=C4[C@@H]5C[C@@](C)(CO)[C@@H](O)C[C@]56C[C@@H](OC6=O)[C@]43C)[C@@]2(C)CC[C@@H]1O (some centres not stated)
    3%, -7%, -0.8%, 0%, 3%, 0%, 2%, -2%, i
- Cc1oc(S(=O)(=O)N2CCCC2)cc1C(=O)Nc1ccc(F)cc1
    5%, -17%, 0.4%, -2%, -6%, 0%, 2%, ?, i
- CC(C(=O)NCc1ccccc1)n1cc([N+](=O)[O-])cn1 (configuration not stated)
    7%, -5%, -0.1%, -14%, 1%, -1%, 27%, 6%, i
- CCCCn1c2ccc(F)cc2c2nnc(NN)nc21
    -2%, 0.65µM*, -0.6%, -16%, ?, -9%, -19%, ?, i
- Cc1ccc(-c2cc(-c3ccccc3)c3c(N)c(S(C)(=O)=O)sc3n2)cc1
    -3%, ?, 2.3%, -5%, -34%, 11%, 0%, 13µM*, ?
- Cc1cc(C)c2sc(N(CCCN(C)C)C(=O)c3ccc(S(=O)(=O)N4CCCc5ccccc54)cc3)nc2c1
    -15%, ?, -4.9%, ?, ?, -13%, -122%, 12%, 28µM*
- C=CCN(CC=C)C(=O)C1CCC(C(=O)N(CC=C)CC=C)CC1 (configuration not stated)
    1%, 6%, -0.2%, -1%, 3%, 9%, 4%, /, i
- Cc1cc(C)nc(/N=C(\N)N2CCCCC2)n1
    5%, 2%, 0.6%, 0%, -9%, 2%, -16%, 21%, i
- CCn1c(=O)c2cc(C(=O)NCCc3cc(OC)ccc3OC)sc2c2ccccc21
    /, /, 0.7%, -1%, 5%, -2%, 20%, ?, i
- CC(C)(C)OC(=O)N1CCC(c2c(C(=O)NCCN3CCCC3)cnn2-c2ccc(Cl)cc2)CC1
    /, /, 2.7%, ?, /, 1%, -34%, 15%, /
- O=C1CCCc2nc(N3CCN(c4ccccc4)CC3)ncc21
    -3%, 7%, 0.2%, -2%, 17%, 0%, 0%, -16%, i
